L3MBTL1 inh = L3MBTL1 (human) inhibition. AlphaScreen L3MBTL1–H3K9me1 peptide binding. Potency, µM (titrated, usually from 57.1 µM), inactives show at the highest dose activity, negative = inhibition, usual class: inhibitors. hit rate 0.66% among 230,000. AID 485360; also: nearly all actives have a fitted effect of over 60% in size
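Displacement of a biotinylated histone H3(1-15) peptide monomethylated at Lys9 (75 nM) from L3MBTL1 (50 nM) was measured by AlphaScreen after a 30 min room-temperature compound incubation; cefsulodin titration served as intraplate control.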
ALDH1A1 inh = blocks purified human ALDH1A1 activity; AID 1030; Potency, µM (titrated, usually from 75.3 µM), without a hit: at the top dose activity, negative = inhibition, most hits filed as inhibitors; hit rate 7.3% among 220,000; Purified ALDH1A1, NADH fluorescence, propionaldehyde substrate; active = well fitted inhibition curve with a large enough effect, not every such curve was filed as active; inconclusive = small, poorly fitted or top-dose-only effect, or another doubt; inactive = no such curve, though single readings can be large or run the other way;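 also: plate controls were no enzyme wells and a reference inhibitor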
Target sequence (P00352 whole entry, looked up): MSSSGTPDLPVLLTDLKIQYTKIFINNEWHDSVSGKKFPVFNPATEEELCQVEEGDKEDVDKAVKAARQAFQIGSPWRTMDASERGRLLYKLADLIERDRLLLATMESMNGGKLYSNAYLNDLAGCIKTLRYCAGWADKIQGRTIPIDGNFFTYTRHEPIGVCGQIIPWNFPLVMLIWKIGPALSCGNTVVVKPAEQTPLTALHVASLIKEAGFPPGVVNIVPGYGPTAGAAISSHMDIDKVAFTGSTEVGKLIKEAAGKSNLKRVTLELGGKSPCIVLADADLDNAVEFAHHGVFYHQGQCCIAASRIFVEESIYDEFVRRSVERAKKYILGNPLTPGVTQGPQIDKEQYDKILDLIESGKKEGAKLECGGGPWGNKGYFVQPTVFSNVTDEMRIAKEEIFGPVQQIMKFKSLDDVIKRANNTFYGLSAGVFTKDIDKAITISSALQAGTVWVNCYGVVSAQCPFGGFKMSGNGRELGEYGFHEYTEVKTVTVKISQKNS
TR SRC2 fluor cs = alters Texas Red total fluorescence, flagging assay interference; hit rate 0.29% among 280,000; Potency, µM (highest dose often 106 µM), without a hit: at the highest dose fluorescence change, negative = quenching; AID 1479; TRb/SRC2 Texas Red total fluorescence interference; active = well fitted curve in either direction with a large enough effect; inconclusive = small, poorly fitted or top-dose-only effect
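Human TRβ ligand-binding domain (0.6 uM) and Texas Red SRC2 peptide (20 nM) in Tris buffer with 1 uM T3 and 5% DMSO were incubated with pinned compound for 5 hr at ambient temperature. Total fluorescence was computed as S + 2P (555/632 nm).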
TRb SRC2 PPI = TRbeta-SRC2 interaction inhibition; P10828; TRbeta-SRC2 peptide binding, fluorescence polarization; receptor liganded with 1 µM T3; Potency, µM (highest dose often 106 µM), without a hit: at the highest dose activity change, negative = inhibition, actives largely listed as inhibitors; hit rate 0.065% among 280,000;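 also: plate controls were bound peptide for no effect and peptide without receptor for full effect; nearly all actives have a fitted effect of over 50% in size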
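Compounds were added to 0.6 uM TRb ligand-binding domain and 20 nM Texas Red-labeled SRC2 peptide in Tris buffer containing 1 uM T3, incubated 5 hr at ambient temperature, then read by fluorescence polarization.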
aGal spleen mod = alpha-galactosidase A (human) modulation; P06280; human spleen homogenate, 4MU-alpha-Gal fluorescence, 40 min; Potency, µM (highest dose often 80 µM), without a hit: at the top dose activity change, negative = inhibition, usual class: inhibitors; hit rate 0.008% among 240,000; AID 2107;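 also: 0% = enzyme with vehicle and -100% = no enzyme basal signal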
Target sequence (P06280 32-429 limits assumed): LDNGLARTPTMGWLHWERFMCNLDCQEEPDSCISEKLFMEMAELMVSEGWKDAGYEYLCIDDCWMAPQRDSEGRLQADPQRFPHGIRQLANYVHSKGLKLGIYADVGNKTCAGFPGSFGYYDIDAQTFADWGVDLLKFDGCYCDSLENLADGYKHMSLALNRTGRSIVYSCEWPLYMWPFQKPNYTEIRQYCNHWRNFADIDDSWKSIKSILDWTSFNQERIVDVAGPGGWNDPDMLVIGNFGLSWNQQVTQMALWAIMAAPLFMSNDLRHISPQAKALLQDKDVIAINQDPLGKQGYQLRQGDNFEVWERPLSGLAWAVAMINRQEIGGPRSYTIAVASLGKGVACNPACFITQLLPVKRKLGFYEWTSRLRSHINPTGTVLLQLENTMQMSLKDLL
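qHTS titration in buffer at pH 5.0. Alpha-galactosidase activity in spleen homogenate was measured via 4-methylumbelliferone release from 1 mM fluorogenic substrate after 40 min at 37C and a pH 10 stop. AC50 came from Hill fits of control-normalized data.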
Tau fibril FP = blocks human tau fibril formation measured by polarization; Potency, µM (series often up to 57.7 µM), for the others: at the top dose activity, negative = inhibition, actives largely listed as inhibitors; K18 P301L tau heparin fibrillization, Alexa594 FP, 6 h; hit rate 0.39% among 280,000; AID 1468; also: nearly all actives have a fitted effect of over 55% in size
Target sequence (P10636 561-689 P618L limits assumed): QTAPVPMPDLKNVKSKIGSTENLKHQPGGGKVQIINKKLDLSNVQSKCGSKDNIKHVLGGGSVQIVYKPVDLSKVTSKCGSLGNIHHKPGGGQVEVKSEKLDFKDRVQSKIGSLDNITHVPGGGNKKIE
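K18 P301L tau (15 uM unlabeled/0.24 uM Alexa 594-labeled, final) + compound + heparin 20 uM final; 100 mM NaOAc pH 7; 6 hr 37 C; ThT 30 uM final added, 1 hr RT; FP ex 555/em 632 nm.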
Tau fibril ThT = tau fibrillization inhibition (ThT binding). P10636. recombinant tau K18 P301L, heparin-induced fibrillization, ThT fluorescence. Potency, µM (highest dose often 57.4 µM), without a hit: at the highest dose activity, negative = inhibition, actives largely listed as inhibitors. hit rate 2.1% among 270,000; also: nearly all actives have a fitted effect of over 55% in size
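ThT emission at 510 nm, taken 1 hr after adding 30 uM dye, quantifies aggregates formed when 20 uM heparin acts on human tau K18 P301L for 6 hr at 37 C.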
Tau fluor cs = counter-screen for tau fibril formation inhibitors; Potency, µM (titrated, usually from 57.7 µM), for the others: at the highest dose activity change, negative = decrease; tau K18 P301L Alexa594 fluorescence, heparin fibrillization; hit rate 0.93% among 280,000; also: nearly all actives have a fitted effect of over 55% in size
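Human tau K18 P301L (15 uM unlabeled, 0.24 uM Alexa 594-labeled) in 100 mM sodium acetate pH 7 with 20 uM heparin, 6 hr at 37 C. ThT 30 uM added, 1 hr ambient; Alexa 594 FP and total fluorescence read at 555/632 nm.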
The depositor's hits bear a star; ? = inconclusive; . = no result given; [ ] = remark or other dose. Unless noted, calls follow the shape of the dose curve; as a rule, active = well fitted curve in the direction sought with a large enough effect; inconclusive = small, poorly fitted or top-dose-only effect, or another doubt; inactive = no such curve, though single readings can be large; an effect the other way counts as inactive or inconclusive. Unless noted, % is scaled to controls: 0 for no effect and ±100 for the full control effect; potency is read from the fitted curve at half-maximal effect.

1: Cc1cc(C)nc(N/N=C/c2cn[nH]c2-c2ccccc2)n1
2: Cc1cc(SCNC(=O)c2ccccc2)nc(C(C)C)n1
3: Cc1cc(SCC(=O)N(C)CC(=O)Nc2ccc(F)cc2)nc2ccccc12
4: Cc1c(C(=O)NCCN(C)C)oc2c1-c1nn(Cc3ccccc3Cl)cc1CC2
5: Cc1nn(Cc2ccccc2)c(Cl)c1/C=C/C(=O)OC(C)C(=O)N1CCCC1 (stereo unspecified)
6: Cc1ccc(C)c(NC(=O)Cn2cc(S(=O)(=O)c3ccc(F)cc3)c(=O)c3cc(F)ccc32)c1
7: CCCCCOC(=O)CSc1nc2sc3c(c2c(=O)n1-c1ccccc1)CC(C)(CC)OC3 (stereo unspecified)
8: Cc1ccc(NC(=O)CCNS(=O)(=O)c2ccccc2)c(C(=O)c2ccccc2)c1

Compound | 1 | 2 | 3 | 4 | 5 | 6 | 7 | 8
L3MBTL1 inh | 0% | . | 4% | . | 40%[activator] | . | . | -4%
ALDH1A1 inh | 14% | ? | -2% | . | ? | . | . | ?
TR SRC2 fluor cs | -3% | 1% | -9% | 10% | -4% | 0% | -5% | 4%
TRb SRC2 PPI | -3% | 8% | 1% | 6% | 0% | 0% | 4% | -2%
aGal spleen mod | -15% | -7% | -2% | . | 4% | . | . | 0%
Tau fibril FP | -2% | -11% | -8% | -7% | 2% | ? | 0% | -1%
Tau fibril ThT | -12% | -16% | -13% | ? | 1% | 10% | -16% | -8%
Tau fluor cs | -3% | -3% | -20% | -24% | 8% | 18% | -10% | -15%

9: O=C(N/N=C/c1cccs1)c1cccc(NC(=O)c2ccccc2Cl)c1
10: O=C(COC(=O)c1cc(Br)ccc1Cl)NC(=O)NCc1ccccc1
11: C=CCn1c(SCC(=O)c2ccccc2)nnc1-c1cc2ccccc2o1
12: O=C(Nc1ccccc1)/C(=C/c1ccc([N+](=O)[O-])cc1)NC(=O)c1ccccc1
13: COc1ccccc1OCCNC(=O)c1cc([N+](=O)[O-])cc([N+](=O)[O-])c1
14: Cc1nnc(C)n1/N=C/c1cc(Br)cc(Br)c1O
15: CC(C)(C)CNC(CO)C12CC3CC(CC(C3)C1)C2 (stereo unspecified)
16: CCOc1ccc2c(c1)NC(c1cccs1)=NC(c1ccc(F)cc1)=N2

Compound | 9 | 10 | 11 | 12 | 13 | 14 | 15 | 16
L3MBTL1 inh | -7% | -3% | -5% | 30%[activator] | -3% | . | 7% | .
ALDH1A1 inh | 16µM* | 15% | ? | 12% | -2% | 7% | 3% | .
TR SRC2 fluor cs | ? | 0% | -10% | ? | -1% | -7% | -3% | 1%
TRb SRC2 PPI | 6% | -3% | -2% | 1%[53 µM] | 4% | 4% | -5% | 9%
aGal spleen mod | -6% | 3% | -7% | -1% | 5% | 1% | -8% | .
Tau fibril FP | -5% | -7% | 6% | 8% | 16% | -12% | 5% | 1%
Tau fibril ThT | -12% | 0% | -1% | -7% | 1% | 11µM* | -2% | ?
Tau fluor cs | -13% | -10% | 0% | -9% | -6% | -11% | 3% | -30%

17: COc1ccc(CNc2ncnc3ccc(-c4ccccc4CN(C)C)cc23)c(OC)c1
18: COc1ccc(CCNC(=O)c2oc3ccc(S(=O)(=O)N4CCOCC4)cc3c2C)cc1OC
19: Cc1ccc(CNC(=O)C(=O)NCC2OCCN2C(=O)c2ccc3c(c2)OCO3)cc1 (stereo unspecified)
20: CCOC(=O)c1c(NC(=O)CS(=O)(=O)c2cn(CC)c3ccccc23)sc2c1CCCCC2
21: Fc1ccc(C(c2nnnn2C2CCCC2)N(Cc2ccco2)CC2CCCO2)cc1 (stereo unspecified)
22: CC(C)CC(=O)NC(=S)Nc1ccc(F)cc1F
23: CCOC(=O)N1CCN(C(=O)C2CCN(S(=O)(=O)c3cc(OC)ccc3OC)CC2)CC1
24: COC(=O)[C@@]1(Cc2ccc(OC)cc2)[C@H]2c3cc(C(=O)N(C)C)n(Cc4ccsc4Br)c3C[C@H]2CN1C(=O)c1ccccc1

Compound | 17 | 18 | 19 | 20 | 21 | 22 | 23 | 24
L3MBTL1 inh | . | 0% | . | -11% | . | -10% | 14% | .
ALDH1A1 inh | 2% | -6% | 7% | 10µM* | -2% | -6% | 1% | -3%
TR SRC2 fluor cs | -23% | 0% | -5% | -1% | 0% | -2% | -1% | 3%
TRb SRC2 PPI | -1% | -4% | -1% | 10% | 1% | 2% | 2% | -1%
aGal spleen mod | -8% | -5% | 2% | 0% | -4% | 5% | 3% | 1%
Tau fibril FP | 3% | 2% | 3% | -3% | 3% | 0% | -1% | 7%
Tau fibril ThT | -18% | -14% | -3% | -14% | -25% | -4% | 2% | ?
Tau fluor cs | -20% | -7% | -7% | -25% | -11% | -4% | -1% | -6%

25: CC1(C)Cc2c(C#N)c(OCC(=O)c3ccc(Cl)cc3)nc(-c3ccoc3)c2CO1
26: COc1cccc(NC(=O)CSC2=Nc3ccccc3C3=NC(CC(=O)NCc4ccccc4OC)C(=O)N23)c1 (stereo unspecified)
27: Cc1ccn2c(C(=O)CSc3ccccc3)c(C)nc2c1
28: O=C(O)C1CC(=O)N(c2ccc(OCc3ccc(Cl)cc3Cl)cc2)C1 (stereo unspecified)
29: Cc1cc(C)nc(NS(=O)(=O)c2ccc(NC(=O)c3nc(SC(C)C)ncc3Cl)cc2)n1
30: COCCCNCCCCOc1ccccc1-c1ccccc1
31: CCn1cc(C2=NC(CC(C)C)CO2)c2ccccc21 (stereo unspecified)
32: Cc1cccc(NS(=O)(=O)c2ccc3[nH]c(=O)cc(C(=O)O)c3c2)c1

Compound | 25 | 26 | 27 | 28 | 29 | 30 | 31 | 32
L3MBTL1 inh | 19% | . | 1% | . | . | -2% | 11% | 1%
ALDH1A1 inh | 0.4µM* | . | 2% | 1% | . | -15% | . | -2%
TR SRC2 fluor cs | -1% | ? | 1% | -6% | -1% | -6% | -5% | -3%
TRb SRC2 PPI | -20% | -1% | -4% | -11% | -3% | -3% | 8% | -4%
aGal spleen mod | 18% | . | -5% | -1% | . | 6% | -2% | -4%
Tau fibril FP | 2% | 12% | -3% | -5% | -10% | -3% | 4% | -3%
Tau fibril ThT | -5% | ? | -2% | -14% | -16% | 0% | 0% | 1%
Tau fluor cs | 0% | 6% | 2% | -10% | -16% | 5% | -5% | 1%

33: Cc1ccc(OCCOCCn2cnc3ccccc3c2=O)cc1C
34: O=S(=O)(c1ccc(F)cc1)c1snnc1-c1ccccc1
35: Cc1ccc(-c2cn3cccc(C)c3n2)cc1
36: O=C1OCCC1Sc1nnc(-c2cccc(Br)c2)o1 (stereo unspecified)
37: O=C(NC1CC1)C1=C[C@H](C2CCCCC2)C[C@H](OCc2ccc(CO)cc2)O1
38: Cc1ccccc1OCCC(=O)NCCc1ccc(S(N)(=O)=O)cc1
39: Cc1ccc(N(C(=O)c2ccn[nH]2)C(C(=O)NC2CCCC2)c2cccs2)cc1 (stereo unspecified)
40: COc1cc(/C=C/C2=NC(=O)C(C)(C)O2)ccc1O

Compound | 33 | 34 | 35 | 36 | 37 | 38 | 39 | 40
L3MBTL1 inh | 2% | -26% | -1% | . | 14% | 3% | -9% | 1%
ALDH1A1 inh | 6% | ? | ? | ? | -4% | 19% | -3% | ?
TR SRC2 fluor cs | -1% | 0% | -5% | 1% | 0% | 0% | -3% | -4%
TRb SRC2 PPI | -3% | -8% | 5% | 6% | -6% | -6% | 3% | 6%
aGal spleen mod | -7% | -1% | 6% | 5% | 7% | 6% | -4% | 3%
Tau fibril FP | 1% | 3% | -2% | -6% | -11% | -4% | -2% | -1%
Tau fibril ThT | -1% | ? | -15% | -4% | -11% | -5% | 7% | -15%
Tau fluor cs | 3% | -8% | -13% | -7% | -4% | -11% | 3% | -1%

Profiles, looked up by structure. Order of values: L3MBTL1 inh | ALDH1A1 inh | TR SRC2 fluor cs | TRb SRC2 PPI | aGal spleen mod | Tau fibril FP | Tau fibril ThT | Tau fluor cs
`Cc1ccccc1OCCC(=O)NCCc1ccc(S(N)(=O)=O)cc1` in the list: 3% | 19% | 0% | -6% | 6% | -4% | -5% | -11%
`O=C1OCCC1Sc1nnc(-c2cccc(Br)c2)o1` (stereo unspecified) in the list: . | ? | 1% | 6% | 5% | -6% | -4% | -7%
`Cc1ccc(OCCOCCn2cnc3ccccc3c2=O)cc1C` in the list: 2% | 6% | -1% | -3% | -7% | 1% | -1% | 3%
`O=S(=O)(c1ccc(F)cc1)c1snnc1-c1ccccc1` in the list: -26% | ? | 0% | -8% | -1% | 3% | ? | -8%

Later entries
41: CC1=NN(C(C#N)c2c(C)nn(Cc3ccccc3)c2C)C(C)(C)C1 (stereo unspecified)
42: O=C(NNC(=S)NCc1ccc(Cl)cc1)c1ccc(Br)o1
43: CCOc1ccc(C(=O)COc2ccc(NC(C)=O)cc2)cc1
44: Cc1cc(C)c(S(=O)(=O)N(CC(=O)N2CCCC2)C2CCCCC2)c(C)c1
45: CCCCOc1ccc(S(N)(=O)=O)cc1
46: CC(C)(C)c1nc2scc(-c3cccs3)c2c(=O)o1
47: Cc1onc(-c2ccccc2)c1-c1n[nH]c(=S)n1-c1ccc(C(=O)O)cc1
48: CCc1ccc(-n2nc(C)c3c(C)cc(=O)n(CC(=O)Nc4ccc(F)cc4C)c32)cc1

Compound | 41 | 42 | 43 | 44 | 45 | 46 | 47 | 48
L3MBTL1 inh | 3% | -19% | . | . | -4% | 11% | . | .
ALDH1A1 inh | 1% | -1% | 0% | 4% | 10% | ? | -12% | .
TR SRC2 fluor cs | 2% | -1% | -10% | 1% | -1% | -11% | 1% | -3%
TRb SRC2 PPI | -6% | -9% | -1% | -15% | -23% | -11% | -3% | -2%
aGal spleen mod | 7% | 5% | 0% | -11% | 8% | 4% | -13% | .
Tau fibril FP | -3% | 4% | -1% | 6% | -8% | 1% | 2% | 0%
Tau fibril ThT | 1% | 3% | ? | -1% | -6% | ? | -7% | -5%
Tau fluor cs | 5% | 4% | -23% | -1% | -2% | -8% | -2% | -5%

Bioassay records (PubChem BioAssay)
